Source: PubChem BioAssay (Emory University Molecular Libraries Screening Center)
14-3-3g Raf: modulators of human 14-3-3 gamma - Raf peptide interaction | 0.19% of 160,000 active | FP, 14-3-3gamma / TMR-pS259-Raf peptide binding | inhibition, % at 40 µM | P61981; in the data active = inhibition above about 30%;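 also: 0% = protein plus tracer without compound and 100% = blank with tracer alone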
Target sequence (P61981 whole entry, looked up): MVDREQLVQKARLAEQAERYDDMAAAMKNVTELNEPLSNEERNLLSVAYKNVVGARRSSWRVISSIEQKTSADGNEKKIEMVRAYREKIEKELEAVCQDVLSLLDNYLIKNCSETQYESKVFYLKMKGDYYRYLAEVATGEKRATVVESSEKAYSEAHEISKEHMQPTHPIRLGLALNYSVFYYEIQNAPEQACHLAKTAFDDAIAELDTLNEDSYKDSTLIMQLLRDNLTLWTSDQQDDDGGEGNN
The depositor's hits bear a star; & = joins results of further samples.

canonical_smiles | 14-3-3g Raf
CCN1CCN(C(=O)c2cc3cc4ccc(C)cc4nc3s2)CC1 | -5
CN=c1scc(C)n1/N=C/c1ccc(O)cc1O | -7
O=C(Nc1nncs1)c1cc(S(=O)(=O)N2CCOCC2)ccc1Cl | -10
CCCCOC(=O)C1=C(C)Nc2ncnn2C1c1cc(OC)ccc1OC (stereo unspecified) | -4
CCOc1ccccc1NC(=O)C1=C(C)NC(=O)NC1c1cccc2ccccc12 (stereo unspecified) | -9
O=C(O)c1ccc(Nc2ccc3nonc3c2[N+](=O)[O-])cc1 | -5
Cc1c(Cl)cccc1NC(=O)c1cc(S(=O)(=O)NC2CCCCC2C)ccc1F (stereo unspecified) | -8
CC(C)(C)c1ccc(-c2nc3scc(-c4ccccc4)c3c(=O)o2)cc1 | 1
CCOC(=O)C1CCN(S(=O)(=O)c2cccc(-c3cn4cccc(C)c4n3)c2)CC1 | -6
Cc1cc(Oc2ccccc2)nc2ccc(O)cc12 | -7
Cn1c(N2CCN(C(=O)C34CC5CC(CC(C5)C3)C4)CC2)nc2ccccc21 | -2
Cc1ccc(N(CC(=O)NCc2ccncc2)S(C)(=O)=O)cc1Cl | -7

canonical_smiles | 14-3-3g Raf
COc1ccc(C2C(C(=O)N3CCN(c4ccccn4)CC3)CCC(=O)N2c2cc(OC)c(OC)c(OC)c2)cc1 (stereo unspecified) | 2
COc1ccc(CCn2c(C)cc(C(=O)CSc3nnc(N)s3)c2C)cc1 | -15
O=C(Nc1ccc2c(c1)OCO2)C(c1ccc(Cl)cc1)N1CCN(C(=O)c2ccco2)CC1 (stereo unspecified) | -4
CCOC(=O)c1c(NC(=O)c2cccc(OCc3ccccc3)c2)sc2c1CCCC2 | -3
CCCC(=O)Nc1nnc(C(F)(F)F)s1 | -2
Cc1ccc(S(=O)(=O)NCCC(=O)N2CCCCC2)cc1 | -13
O=C(CSc1nccn1-c1ccccc1)NCc1ccc2c(c1)OCO2 | -3
O=C(COc1ccc(Br)cc1)Nc1ccc(-c2nc3ncccc3o2)cc1 | -7
CC(=O)c1cccc(NC(=O)c2cc(-c3ccc(Cl)s3)nc3ccccc23)c1 | -3
COc1ccc(NC(=O)c2cc3c(CO)cnc(C)c3oc2=Nc2ccc(C)c(C)c2)c(OC)c1 | -4
C=CCSc1nnc2c(n1)OC(C)(C)Nc1ccccc1-2 | 3
Nc1c(C(=O)NCCN2CCOCC2)c2nc3ccccc3nc2n1CCc1ccccc1F | -1

canonical_smiles | 14-3-3g Raf
Cc1cc2cc(OCC(=O)O)ccc2n1C | -7
CCOC(=O)CNC(=O)c1nn(-c2ccccc2OC)c(=O)c2ccccc12 | -7
C=CCn1c(SCCC(=O)O)nc2c1c(=O)[nH]c(=O)n2C | 0
CCOc1c(Br)ccc2c1sc1nc[nH]c(=O)c12 | 7
CC1=CC(C)(C)NC(=S)N1c1cccc(C)c1 | -1
CCOc1cc(C(=O)N2CC(=O)Nc3ccc(C)cc3C2c2ccccc2)cc(OCC)c1OCC (stereo unspecified) | 9
O=[N+]([O-])c1ccc(N2CCN(CCO)CC2)c(S(=O)(=O)N2CCOCC2)c1 | -5
O=C(O)c1ccccc1S(=O)(=O)NCC(O)COc1ccc(Br)cc1 (stereo unspecified) | 2
CCC1Sc2ccccc2N(CC(=O)NCc2ccccc2OC)C1=O (stereo unspecified) | 0
COc1ccc(CCn2c(=O)c3ccccc3n(CC(=O)N(C)c3ccccc3)c2=O)cc1OC | -1
Cn1c(=O)c2c(nc(SCC(=O)N3CCCc4ccccc43)n2C)n(C)c1=O | -3
Cc1ccc(NC(=O)C(C)C)cc1 | 1

canonical_smiles | 14-3-3g Raf
CC1(C)CC(=O)C2=C(C1)NC(=O)CC2C(=O)NCc1ccc(F)cc1 (stereo unspecified) | -2
CC(=S)Nc1ccc(-c2ccccc2)s1 | -14
O=C(C(Cc1ccccc1)N1C(=O)c2ccccc2C1=O)N1CCOCC1 (stereo unspecified) | -16
COC(=O)c1ccc2c(c1)N(C)CCS2 | -1
C=CCn1c(=N)c(C(=O)NCCCOC)cc2c(=O)n3cccc(C)c3nc21 | 0
Cc1ccc(N2C(=O)[C@@H]3[C@H](C2=O)C2c4ccccc4C=CN2[C@@H]3C(=O)c2ccco2)c(C)c1 (stereo partly specified) | -52
Cc1nc2c(sc3nc4c(cc32)COC(C)(C)C4)c(=O)n1CCN1CCOCC1 | 3
CCOC(=O)c1cc2c(ccn2C)n1CC(=O)N1CCN(c2ccc(F)cc2)CC1 | -5
CCc1ccc(-n2c(=O)c3ccccc3n(Cc3ccccc3F)c2=O)cc1 | -2
CCOC(=O)c1sc(NC(=O)COc2ccccc2C(C)(C)C)nc1C | -4
CC(=O)c1cccc(NC(=O)N2CCCC2C(=O)Nc2ccccc2C)c1 (stereo unspecified) | 4
CC(C)CSc1oc(-c2ccco2)nc1S(=O)(=O)c1ccc(F)cc1 | -106

canonical_smiles | 14-3-3g Raf
COc1ccc(-c2noc(CCC(=O)N3CCN(c4ccccc4F)CC3)n2)cc1 | -2
Nc1c(C(=O)Nc2ccc(Cl)cc2)sc2nc(-c3cccs3)cc(C(F)(F)F)c12 | -24
COc1nc(Nc2cccc(C)c2)nc(N2CCCCC2)n1 | 0
CNC(=O)c1cc(Nc2nnc(C)c3ccccc23)ccc1OC | -3
CN1CCc2c(sc3c2c(=O)n(-c2ccccc2)c2nncn32)C1 | -5
COCCN1C(=O)c2ccccc2C(C(=O)Nc2ccc(C)cc2Cl)C1c1cn(C)c2ccccc12 (stereo unspecified) | -1
Cc1cc(C)nc(NC2=NCC(=O)N2c2cc(Cl)cc(Cl)c2)n1 | -3
c1ccc(CC2CCN(c3nc4ccccc4n4nnnc34)CC2)cc1 | -5
CCc1ccc(N(C)S(=O)(=O)c2ccc3[nH]cc(C(=O)N4CCC(C)CC4)c(=O)c3c2)cc1 | -14
CCCC(=O)Nc1cc(-c2nn(C)c(=O)c3ccccc23)ccc1N1CCCCC1 | -18
Cc1ccc(C(=O)Nc2cccc(C(C)O)c2)cc1[N+](=O)[O-] (stereo unspecified) | -2
CCN(Cc1cc2ccccc2[nH]c1=O)C(=O)c1cccnc1 | -9

canonical_smiles | 14-3-3g Raf
CCCNC(=O)c1ccccc1NS(=O)(=O)c1ccc2c(c1)OCCO2 | -5
O=C(CSc1nc2ccccc2s1)Nc1cccc2c1C(=O)c1ccccc1C2=O | -40
CCC(=O)Nc1ccc2nc(SCC(=O)Nc3ccc(C(C)=O)cc3)sc2c1 | -14
Cc1ccccc1C(=O)Oc1c(Sc2ccccc2[N+](=O)[O-])c(C)nn1C(C)(C)C | 11
Cc1ccc(NC(=O)COc2ccc(C)c(C)c2)c(C)c1 | -4
Cc1cc(C)c(C#N)c(Cl)n1 | 2
Cn1c(SCc2ccc(Br)cc2)nc2c([nH]c3ccccc32)c1=O | -9
C=CCN1C(=O)c2ccccc2Sc2ccc(C(=O)N3CCN(Cc4ccccc4)CC3)cc21 | -4
COc1cc(C(=O)N2CCN(C34CC5CC(CC(C5)C3)C4)CC2)cc(OC)c1OC | -1
O=C(NCCN1CCN(Cc2ccccc2)CC1)c1cc(=O)[nH]c2ccc(S(=O)(=O)N3CCCC3)cc12 | -7
O=C(c1ccco1)N1CCN(CC(=O)N(C2CCCCC2)C2CCS(=O)(=O)C2)CC1 (stereo unspecified) | 6
CN(C)S(=O)(=O)c1ccc(C(=O)Nc2sc3c(c2C(N)=O)CCCC3)cc1 | 3

canonical_smiles | 14-3-3g Raf
COc1ccc(S(=O)(=O)N2CCC(C(=O)Nc3ccc(C(C)C)cc3)CC2)cc1OC | -38
Cc1cnn(-c2cc(Oc3ccccc3)ncn2)c1 | -6
CCCCNC(=O)C(C#N)c1nc2ccccc2nc1N1CCN(Cc2ccc3c(c2)OCO3)CC1 (stereo unspecified) | -8
CN(C)CCCN1C(=O)CSC1c1ccccc1 (stereo unspecified) | -7
NS(=O)(=O)c1ccc(O)c(N2C(=O)c3cccc4c([N+](=O)[O-])ccc(c34)C2=O)c1 | -26
CCOC(=O)Cc1nnc(NC(=O)c2ccco2)s1 | -9
Cc1ccc(NC(=O)C(=O)Nc2ccccn2)cc1 | -8
CCOC(=O)C1=C(C)OC(N)=C(C#N)C1c1ccc(OC)c(C)c1OC (stereo unspecified) | -22
O=[N+]([O-])c1cnc(Nc2cccc(O)c2)c([N+](=O)[O-])c1 | -2
COc1cc(Br)c(S(=O)(=O)Nc2c(C)n(C)n(-c3ccccc3)c2=O)cc1OC | -3
O=C(c1ccc2ccccc2c1)N1CCN(c2ccc(O)cc2)CC1 | 2
CCOc1ccc(N2CC(C(=O)Nc3ccccc3C(C)C)CC2=O)cc1 (stereo unspecified) | 2

canonical_smiles | 14-3-3g Raf
CCOC(=O)C(CC)n1cnc2c(nnn2-c2ccc(OC)cc2)c1=O (stereo unspecified) | 6
Cc1ccc(-c2csc3ncn(CC(=O)Nc4nc5ccccc5s4)c(=O)c23)cc1 | -11
N=c1c2c3c(sc2ncn1CCCN1CCOCC1)CCCCC3 | -4
CCOC(=O)C1Cn2c(nc3c(c2=O)C(C)(C)Cc2ccccc2-3)S1 (stereo unspecified) | -17
CC(Oc1ccccc1F)C(=O)NCCN1CCCCC1 (stereo unspecified) | -3&-10
C=CCc1c(C)nc2nc(SCC(=O)NCc3ccc(C)cc3)nn2c1C | -6
CCOc1cc(NC(=O)c2ccco2)c(OCC)cc1NC(=O)c1cc(OC)c(OC)c(OC)c1 | -4
Nc1ccccc1OCCOCCOc1ccccc1N | 1&-3
NS(=O)(=O)c1ccc(NC(=O)CSc2nnc(-c3ccco3)c(-c3ccco3)n2)cc1 | -33
O=C(NCc1ccccc1)c1ccc2c(c1)N(Cc1ccccc1F)C(=O)c1ccccc1S2 | -13
O=C(NC1CCCCCC1)C1c2ccccc2C(=O)N1Cc1cccs1 (stereo unspecified) | 0
COc1cccc2c1OC1(C)CC2NC(=O)N1c1ccc(Br)cc1 (stereo unspecified) | -13

canonical_smiles | 14-3-3g Raf
CCOC(=O)CSc1nc(C)c2ccc(C)cc2n1 | -11
NS(=O)(=O)c1ccc(CCn2c(-c3ccc4ccccc4c3)csc2=Nc2ccc(F)cc2)cc1 | -1
Cc1ccc(-n2c(=O)cc(N3CCC(C)CC3)[nH]c2=O)cc1 | -10
CCOC(=O)c1c(NC(=O)CN2C(=O)c3cccc4cccc(c34)C2=O)sc(C)c1C | 13
CN1CCN(C(=O)Cn2ncc3c(=O)oc4ccccc4c32)CC1 | 11
CCOC(=O)c1c(N=Cc2c(O)c([N+](=O)[O-])cc3oc4c(c23)CCCC4)sc(C)c1C | -18
CCOc1cccc(=NCc2ccccc2)c2c(C)[nH]c(C)c12 | -65
Nc1nnc(COc2ccc(Br)cc2)s1 | -8
COc1ccc(C2CC(c3ccc(C)cc3)Nc3ncnn32)cc1OC (stereo unspecified) | 0
Cc1ccc(NC(=O)CCCn2nc([N+](=O)[O-])c(Cl)c2C)cc1C | -1
CCOC(=O)c1ccc(-c2ccc(C(c3c[nH]c4ccccc34)c3c[nH]c4ccccc34)o2)cc1 | -58
COc1ccccc1C1CC(=O)C2=C(C1)NC(C)=C(C(=O)OCC1CCCO1)C2c1cc(Br)c(O)c(OC)c1 (stereo unspecified) | -2

canonical_smiles | 14-3-3g Raf
O=C(O)c1ccnc(C(=O)O)c1 | -3
Cn1c2ccccc2c2c(C(=O)N3CCCC3)cn(C3CCCCC3)c(=O)c21 | 8
O=C(O)c1cccc(S(=O)(=O)Nc2ccccc2Cl)c1 | -5
Cc1cccc(C(=O)Nc2ccc(S(=O)(=O)N3CCCCC3c3cccnc3)cc2)c1 (stereo unspecified) | -7
CC(C)NC(=O)Nc1cccs1 | -6
O=C(Oc1ccc(NS(=O)(=O)c2ccc3ccccc3c2)cc1)c1ccccc1 | -41
O=C(COc1ccc(S(=O)(=O)N2CCCC2)cc1Cl)NCc1ccc2c(c1)OCO2 | -19
CCOC(=O)c1c(NC(=O)c2cccc(Cl)c2)sc2c1CCCCC2 | -12
COc1ccc(-c2cc(C)[nH]c(=S)n2)cc1 | 3
Cc1c(C(=O)NCc2ccoc2)oc2ccc3c(c12)C(=O)CC(C)(C)O3 | -7
COc1ccccc1C(=O)N1CCN(Cc2ccc3c(c2)OCO3)CC1 | 17
Cc1sc2c(c1C)c(=O)n(-c1ccc(Cl)cc1)c(=O)n2CC(=O)N1CC(C)CC(C)C1 (stereo unspecified) | -1

An excerpt from above in order of the 14-3-3g Raf value, lowest first:
canonical_smiles | 14-3-3g Raf
O=C(Oc1ccc(NS(=O)(=O)c2ccc3ccccc3c2)cc1)c1ccccc1 | -41
Cc1cccc(C(=O)Nc2ccc(S(=O)(=O)N3CCCCC3c3cccnc3)cc2)c1 (stereo unspecified) | -7
Cn1c2ccccc2c2c(C(=O)N3CCCC3)cn(C3CCCCC3)c(=O)c21 | 8

Part of the list above in order of heavy-atom count, falling.
canonical_smiles | 14-3-3g Raf
CCCCNC(=O)C(C#N)c1nc2ccccc2nc1N1CCN(Cc2ccc3c(c2)OCO3)CC1 (stereo unspecified) | -8
Cc1ccc(-c2csc3ncn(CC(=O)Nc4nc5ccccc5s4)c(=O)c23)cc1 | -11
Cc1c(Cl)cccc1NC(=O)c1cc(S(=O)(=O)NC2CCCCC2C)ccc1F (stereo unspecified) | -8
C=CCn1c(=N)c(C(=O)NCCCOC)cc2c(=O)n3cccc(C)c3nc21 | 0
CCOC(=O)C1Cn2c(nc3c(c2=O)C(C)(C)Cc2ccccc2-3)S1 (stereo unspecified) | -17
CCN(Cc1cc2ccccc2[nH]c1=O)C(=O)c1cccnc1 | -9

Continued.
canonical_smiles | 14-3-3g Raf
COC(=O)c1ccc(Nc2nc(-c3ccccc3O)nc3ccccc23)cc1 | 5
O=C(Oc1ccc(Cl)cc1)c1ccc2snnc2c1 | 4
CC(C)=CCCC(C)CCN1CCCCC1 (stereo unspecified) | -7
Cc1c(O)ccc2c3c(c(=O)oc12)CCCC3 | -17&-3
CC1=C(C)CC2C(=O)N(c3ccccc3F)C(=O)C2C1 (stereo unspecified) | -9
CC(=O)NC1=NN(C(C)=O)C(c2cccc(OC(C)=O)c2)S1 (stereo unspecified) | -2
CCn1cc(Br)c(C(=O)NC(C)c2ccccc2)n1 (stereo unspecified) | 2
O=C(Nc1ccc([N+](=O)[O-])cc1)N1CCCCC1 | 3

Only part of the results is shown. The share of hits here may be higher or lower than overall.
